PTHR1 agonist – qHTS for PTHR1 Agonists: Primary Screen; Parathyroid hormone/parathyroid hormone-related peptide receptor (Homo sapiens), Q03431; HEK293 GP2 PTHR1 cells, GloSensor cAMP luminescence, 1 h; Potency, µM (series often up to 115 µM), for inactives: at the top dose activation, most hits filed as activators; 410,000 tested, 0.075% active; AID 743266, 2014; note: potency is the fitted concentration of half-maximal effect; nearly all actives have a fitted effect of over 55% in size; some results filed as inactive show a strong effect at the top dose; inactives centre near -15; many of its hits are not listed in these tables
Target sequence (Q03431 whole entry, looked up): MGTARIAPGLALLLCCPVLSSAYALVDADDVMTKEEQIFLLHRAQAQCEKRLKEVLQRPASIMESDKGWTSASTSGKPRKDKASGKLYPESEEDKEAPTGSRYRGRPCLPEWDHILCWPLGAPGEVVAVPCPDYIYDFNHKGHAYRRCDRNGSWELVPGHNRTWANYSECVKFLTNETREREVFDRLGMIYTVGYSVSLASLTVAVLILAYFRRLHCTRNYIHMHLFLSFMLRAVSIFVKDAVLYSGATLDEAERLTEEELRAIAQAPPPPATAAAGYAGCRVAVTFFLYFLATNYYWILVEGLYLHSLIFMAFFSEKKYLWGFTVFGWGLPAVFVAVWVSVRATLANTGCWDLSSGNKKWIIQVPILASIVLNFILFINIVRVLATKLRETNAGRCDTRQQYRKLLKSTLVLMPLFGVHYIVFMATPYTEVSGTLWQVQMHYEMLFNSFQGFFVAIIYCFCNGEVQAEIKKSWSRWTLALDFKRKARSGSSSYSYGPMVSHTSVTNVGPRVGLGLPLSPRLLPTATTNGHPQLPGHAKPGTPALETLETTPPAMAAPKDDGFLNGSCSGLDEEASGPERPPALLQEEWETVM
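HEK-293-derived GP2 cells expressing PTHR1 and a GloSensor cAMP reporter, 3,000/well, plated overnight, given luciferin plus IBMX (each 0.5 mM as added) for 1 h at 37 °C, then compound for 1 h at 37 °C. Luminescence was read after 15 min at room temperature.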
GLP1R cytotox – qHTS of GLP-1 Receptor Inverse Agonists: Cytotox Screen. HEK293 cAMP-luciferase reporter cells, luminescence, 24 h. Potency, µM (highest dose often 38.3 µM), for the others: at the top dose activity change, negative = inhibition, actives largely listed as inhibitors. 410,000 tested, 0.13% active. AID 624418, 2012;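 note: loss of luciferase light is scored as toxicity; potency is the fitted concentration of half-maximal effect; % is set by controls: 0 for no effect and ±100 for the full control effect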
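Seeding density was 200 cells/uL; after overnight-length (12 h) culture, 23 nL compounds went on for 24 h at 37 °C. Readout used a luciferase detection reagent, luminescence taken after 12 min at room temperature.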
pAkt inh – HTS Assay for Inhibitors of Akt Phophorylation: Primary Screen | activity change, % for hits at 50 µM | AID 651550, 2012 | Neuro2A IGF-stimulated pAkt S473 HTRF, 20 min; stronger effect = lower value | 360,000 tested, 0.32% active; in the data active = activity change below about -80%; inconclusive = mostly about -51% to -80%; note: % is set by controls: 0 for no effect and ±100 for the full control effect
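Neuro2A cells in DMEM with 0.5% FBS, overnight at 37 deg C, given compound at single 50 µM final, then IGF (6 nM final) for 20 min at 37 deg C. Lysed; phospho-Akt Ser473 by HTRF after 24 h, 665/615 ratio.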
Mm-Cpn inhibitor – Inhibitors of TCP-1 ring complex (TRiC) of Methanococcus maripaludis (MmCpn): qHTS | Chaperonin Mm-Cpn (Methanococcus maripaludis) | purified Mm-Cpn ATPase, ADP Transcreener TR-FRET | Potency, µM (highest dose often 76.9 µM), inactives show at the highest dose activity, negative = inhibition, usual class: inhibitors | 330,000 tested, 0.031% active | AID 504842, 2011; note: potency is the fitted concentration of half-maximal effect; % is set by controls: 0 for no effect and ±100 for the full control effect; nearly all actives have a fitted effect of over 80% in size
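Compound-treated chaperonin, 25 nM final, turns over 10 uM ATP at 37°C for 30 min following a 10 min preincubation; ADP generated competes with ADP-d2 for Eu-cryptate antibody, lowering FRET.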
Abeta yeast res – qHTS for compounds that reverse cellular toxicity of Amyloid beta (A-beta) peptide in yeast: Primary Screen | yeast expressing A-beta42, growth rescue, OD600, 48 h; response scale: 0% DMSO, 100% iron-clioquinol control | Potency, µM (highest dose often 46.1 µM), without a hit: at the highest dose growth rescue, most hits filed as activators | 410,000 tested, 0.063% active | AID 1347071, 2019; note: potency is the fitted concentration of half-maximal effect; nearly all actives have a fitted effect of over 55% in size
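Yeast A-beta toxicity model in growth medium with pinned compounds, 48 h at 30 C; growth read as absorbance at 600 nm. Normalized to FeCl3/clioquinol equimolar mix (positive) and DMSO (negative).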
aSyn yeast inh – qHTS of alpha-syn Inhibitors; Yeast expressing alpha-synuclein, growth rescue, BacTiter-Glo, 24 h; Potency, µM (series often up to 46.1 µM), inactives show top-dose growth rescue (activation), actives largely listed as activators; 370,000 tested, 0.14% active; AID 652106, 2013; note: potency is the fitted concentration of half-maximal effect; % of control where 0% means no effect; nearly all actives have a fitted effect of over 65% in size
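Readout is rescue of growth in alpha-synuclein-expressing yeast, so inhibitors of toxicity appear as activators. Growth after 24 hr at 30 deg C in galactose medium is quantified by luminescence.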
FUS suppressor – qHTS for Suppressors of FUS Proteinopathy: Primary screen using FUS-linked yeast assay. S. cerevisiae FUS-expressing, growth rescue, OD600, 24 h. Potency, µM (top dose mostly 76.6 µM), inactives show at the highest dose growth rescue (activation), usual class: activators. 390,000 tested, 0.24% active. AID 1347120, 2019;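 note: potency is the fitted concentration of half-maximal effect; plate controls were DMSO vehicle for no effect and reference control for full effect; nearly all actives have a fitted effect of over 55% in size; some results filed as inactive show a strong effect at the top dose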
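Restored growth of FUS-toxic S. cerevisiae, read as 600 nm absorbance after 24 h at 30C in galactose medium (starting OD 0.005). Controls CP55940 and DMSO.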
TDP43 rescue – qHTS of TDP-43 Inhibitors; TDP-43 expressing yeast growth rescue, BacTiter-Glo, 24 h; Potency, µM (top dose mostly 46.1 µM), inactives show at the highest dose growth rescue (activation), usual class: activators; 410,000 tested, 1.8% active; note: potency is the fitted concentration of half-maximal effect; % of control where 0% means no effect; nearly all actives have a fitted effect of over 50% in size
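Cell-based yeast growth screen: TDP-43 expression induced in galactose, inoculum OD600=0.02 after raffinose pregrowth to mid-log. Read-out BacTiter-Glo luminescence at 24 hr, 30 deg C; inhibition of toxicity seen as signal increase.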
GLP1R inv ag – qHTS of GLP-1 Receptor Inverse Agonists (Inhibition Mode); Glucagon-like peptide 1 receptor (Homo sapiens), P43220; HEK293 GLP-1R CRE-luciferase, luminescence, 24 h; GLP-1R form is constitutively active; Potency, µM (titrated, usually from 38.3 µM), inactives show at the highest dose activity change, negative = inhibition, usual class: inhibitors; 410,000 tested, 1.6% active; note: potency is the fitted concentration of half-maximal effect; % is set by controls: 0 for no effect and ±100 for the full control effect; nearly all actives have a fitted effect of over 55% in size
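GLP-1R inverse agonism mode: basal reporter luminescence in engineered HEK293 cells measured after one day of compound exposure at 37 deg C, with a 12 min room-temperature detection step.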
Starred values were filed as active, the others as inactive; i = inactive; ? = inconclusive; . = no result given; [ ] = remark or other dose. Unless noted, calls come from the whole dose curve; as a rule, active = well fitted curve in the direction sought with a large enough effect; inconclusive = small, poorly fitted or top-dose-only effect, or another doubt; inactive = no such curve, though single readings can be large; an effect the other way counts as inactive or inconclusive. The list is partial; the hit share may differ from the screen's.

canonical_smiles,PTHR1 agonist,GLP1R cytotox,pAkt inh,Mm-Cpn inhibitor,Abeta yeast res,aSyn yeast inh,FUS suppressor,TDP43 rescue,GLP1R inv ag
CCOc1cc(N2CCOCC2)c(OCC)cc1NC(=O)c1ccc(OC(C)C)cc1,-47%[inhibitor],-3%,i,-2%,1%,7%,40%,13%,-8%
CC(=O)Nc1ccc(NC(=O)C(C)n2nc(C)c([N+](=O)[O-])c2C)cc1 (stereo not given),?,-4%,i,-3%,-7%,-3%,8%,1%,10%
OCC1(CCc2ccccc2)CCN(Cc2ccc(OC(F)F)cc2)CC1,i,4%,i,0%,-5%,1%,-3%,-14%[0.397 µM],?
COc1ccc2[nH]c3c(c2c1)CCN1C(=O)C(CC(=O)NCCCn2ccnc2)C[C@H](C(=O)N(C(C)C)C(C)C)[C@@]31C (stereo not given in full),i,1%,i,-1%,1%,2%,9%,1%,-1%
O=C(NCc1ccc(F)cc1)c1ccc(CS(=O)Cc2ccc(Cl)cc2)o1 (stereo not given),-41%[inhibitor],3%,.,.,-12%,.,9%,6%,?
O=C(Nc1cc(Cl)cc(Cl)c1)c1ccc(F)c(S(=O)(=O)N2CCCCCC2)c1,-7%,5%,.,.,-5%,.,29%,-3%,5%
Cc1ccc(SCC(=O)OCC(=O)NCCNC(=O)COC(=O)CSc2ccc(C)c(C)c2)cc1C,-34%[inhibitor],-3%,i,1%,?,3%,19%,2%,-20%
CN(Cc1ccccc1)S(=O)(=O)c1ccc(Cl)c(C(=O)NCCc2ccccn2)c1,-20%,1%,i,-1%,16%,-2%,13%,0%,-4%
O=[N+]([O-])c1cc(C2Nc3cccc4cccc(c34)N2)ccc1Cl,i,-15%,i,0%,?,10%,.,23%,-24%
Cc1cc(Br)ccc1NC(=O)c1sc2ncnc(N3CCN(c4ccccn4)CC3)c2c1C,-42%[inhibitor],0%,i,-10%,3%,1%,-16%,16%,-9%
COc1ccc(N2C(C)=CS/C2=C(/C#N)c2nnc(N3CCOCC3)n2-c2ccccc2)cc1,-4%[57.5 µM],6%,i,-2%,-9%,1%,7%,0%,-5%
C=C(C)CSc1nc(N)c2c3c(sc2n1)CCC3,i,-14%,i,-1%,-6%,0%,36%,2%,0%
O=C(Nc1ccccc1C(=O)N1CCCCC1)NC1CCCCC1,-24%,6%,i,-21%,-6%,-7%,19%,-2%,-16%
CCCCCOc1ccc(C(=O)Nc2ccc(S(=O)(=O)Nc3cc(C)on3)cc2)cc1,i,2%,i,0%,-6%,-4%,-1%,-13%,-9%
CCCCOc1ccc(C(=O)NCC(=O)OCC(=O)N2CCN(S(=O)(=O)c3ccc(C)cc3C)CC2)cc1,-17%,-9%,i,1%,2%,16%,.,15%,2%
O=C(Nc1ccccc1)C1Cc2c(-c3ccccc3Oc3ccccc3)ccnc2O1 (stereo not given),-24%,0%,i,.,15%,13%,38%,25%,?
O=C1CCCc2c1[nH]c1c(Br)cccc21,-6%,-7%,i,3%,-10%,11%,15%,?,?
COc1ccccc1NC(=O)[C@@H]1CCCN1S(=O)(=O)c1ccc(Cl)cc1,-31%[inhibitor],9%,i,-1%,12%,0%,4%,?,-27%
Cc1ccc(C(CC(=O)c2ccco2)SCCO)cc1 (stereo not given),-22%[57.5 µM],0%,i,1%,5%,2%,8%,8%,-18%
CCN1CCN(C(=O)C(C)Oc2ccc(S(=O)(=O)N3CCCC3)cc2C(N)=O)CC1 (stereo not given),-6%,-4%,i,2%,9%,-4%,-17%,14%,-9%
COc1ccc(NC(=O)COc2ccc3c(C)cc(=O)oc3c2)cc1S(=O)(=O)N1CCCCC1,-14%,-10%,i,1%,5%,-7%,14%,-23%,7%
O=C(O)c1cnc2ccccc2n1,15%,4%,i,0%,-16%,-13%,36%,18%,1%
CCOC(=O)C1=C(CS(=O)(=O)c2ccccc2)NC(=O)NC1c1ccccc1 (stereo not given),0%,-26%,i,-2%,15%,8%,15%,0%,-1%
CN1CCN(c2nc3c(S(=O)(=O)c4ccc(Cl)cc4)nnn3c3ccsc23)CC1,-1%,3%,.,.,1%,.,4%,6%,2%
Cc1cc(Br)ccc1NC(=O)C(C)c1ccc([N+](=O)[O-])cc1 (stereo not given),i,-8%,i,2%,8%,2%,-12%,15%,?
COc1ccc(CN2CCC(C(=O)NCCc3ccc(OC)c(OC)c3)CC2)c(OC)c1,-59%[inhibitor],-14%,i,1%,3%,0%,-9%,-10%,?
Cc1ccc(-c2nc3ccccc3[nH]2)cc1NC(=O)c1ccco1,i,-18%,i,-1%,-21%,-23%,12%,-10%,0%
Cc1noc(C)c1-c1nc(CSc2ccc(Cl)cc2)no1,-17%,4%,i,6%,2%,8%,2%,26%,0%
O=C(/C=C/c1cn(CC(O)CN2CCCCC2)c2ccccc12)c1ccccc1 (stereo not given),-5%,0%,i,?,-5%,-3%,17%,-4%,?
CCC[C@@H](NS(=O)(=O)c1ccc(C)cc1)C(=O)Oc1ccc2c3c(c(=O)oc2c1)CCC3,-46%[inhibitor],45%[activator],i,-5%,12%,16%,29%,27%,30%
Cc1cc(C)nc(N2C(=O)CC(C(=O)O)NC2=NCCc2c[nH]c3ccccc23)n1 (stereo not given),-4%[57.5 µM],-13%,i,-1%,-4%,6%,-1%,12%,-1%
COc1ccc(S(=O)(=O)N2CCN(C(=O)c3cccs3)CC2)cc1,-28%,4%,i,-2%,19%,9%,2%,13%,7%
COc1ccc(-n2c(C)cc(/C=N/Nc3nnc(C)n3N)c2C)cc1,-41%[inhibitor],-18%,i,-1%,-22%,7%,.,23%,12%
CCCNC(=O)c1ccc(CN2CCc3ccccc3C2)cc1,-12%,6%,i,2%,8%,-3%,9%,8%,-40%
CCCC1C2CN(C(C)=O)CC=C2C(C#N)=C(N)C1(C#N)C#N (stereo not given),i,2%,i,-2%,-4%,-5%,6%,-6%,4%
COc1ccc(OC)c(-c2csc(NC(=O)C3=COCCO3)n2)c1,-18%,-2%,i,0%,-13%,-6%,18%,?,11%
CC1CCC(NC(=O)Cn2cc3c(n2)CCCC3)CC1 (stereo not given),-2%,2%,i,2%,?,4%,-21%,16%,15%
O=C(CCC(=O)N1CCCCCC1)Nc1ccc([N+](=O)[O-])cc1,-17%,0%,i,-2%,2%,-4%,6%,7%,-2%
Cc1ccc(-n2nc3c(SCCN4CCOCC4)nnc(C)c3c2C)cc1,-2%,-5%,i,-25%,-2%,-6%,4%,23%,-1%
COc1ccc(-n2nc(C(=O)NCC(=O)NCCN(C)C)c3ccccc3c2=O)cc1,i,?,i,-1%,-11%,-3%,-20%,-11%,3%
COc1ccc(NC(=O)Nc2ccc(OC)cc2)cc1,i,12%,i,0%,-7%,0%,.,10%,0%
CC1CC(C)CN(C(C(=O)NC2CCCCC2)c2cc3ccccc3o2)C1 (stereo not given),-2%,7%,i,.,3%,2%,4%,-2%,?
COc1ccc(C(=O)NCCSCc2ccccc2)cc1OC,-3%,9%,i,0%,1%,3%,6%,17%,12%
C=CCNC(=S)Nc1nc2c(cc1C(=O)OCC)CCCC2,-75%[inhibitor],?,i,-3%,14%,-3%,7%,-24%[0.397 µM],50%[activator]
Cc1c(C)c2c(OCC(=O)NCC(O)c3ccccc3)cc3c(c2oc1=O)CCC(C)(C)O3 (stereo not given),-19%,-11%,i,4%,-4%,0%,-5%,0%,-3%
CCOc1ccc(/C=N/NC(=O)c2ccc(CSc3nc4ccccc4[nH]3)cc2)cc1,-25%,3%,i,?,-14%,4%,4%,23%,16%
Cc1ccc(C)c(CSc2nnc(C)n3c2cc2sccc23)c1,i,6%,.,.,-3%,.,?,39%,?
O=C(CSCc1ccccc1)Nc1ccccc1C(=O)Nc1ccc(C(=O)O)cc1,-8%,-13%,i,-1%,22%,1%,62%,-21%,34%[activator]
CSc1nc(SCC(N)=O)c2c3c(sc2n1)CN(C)CC3,-21%[57.5 µM],0%,i,-5%,-2%,-2%,-27%,-19%,35%

Source: PubChem (National Center for Advancing Translational Sciences (NCATS))
